PME-1 primary: PME-1 inhibitors via competitive probe labeling, primary screen, biochemical, fluorescence polarization, FP-Rh probe, HTS. Protein phosphatase methylesterase 1 (Homo sapiens), Q9Y570. recombinant PME-1. hit rate 0.53% among 320,000. inhibition, % at 5.9 µM;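 active means inhibition above the campaign mean of all compounds plus 3 SD, cut at about 26% in these data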;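 further: competitive labeling of PME-1 active site by serine hydrolase directed probe; 0% = PME-1 with DMSO and 100% = wells lacking PME-1 enzyme; inhibitors block probe labeling so polarization falls and inhibition rises; many of its hits are not listed in these tables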
AHR act: AHR activators, primary screen, cell-based, luminescence, luciferase reporter, human; Aryl hydrocarbon receptor (Homo sapiens), P35869; AHR-responsive luciferase reporter cells; activation, % at 5 µM; hit rate 2.5% among 320,000; AID 2796, 2010; in the data active means activation above about 47%;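 further: 0% = vehicle wells and 100% = reference agonist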
PAFAH1B2 FP inh: PAFAH1B2 enzyme inhibitors, primary screen, biochemical, fluorescence polarization, human; recombinant PAFAH1B2, FP-rhodamine activity probe; inhibition, % at 3.39 µM; hit rate 1.2% among 340,000;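 active means inhibition above the mean of all tested compounds plus 3 SD, cut at about 24% in these data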;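 further: 0% = enzyme with DMSO and 100% = wells lacking PAFAH1B2; many of its hits are not listed in these tables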
BCLXL inh: inhibitors of human Bcl-xL, primary screen, biochemical, fluorescence polarization, HTS. inhibition, % at 10.9 µM. hit rate 0.7% among 320,000. Bcl-2-like protein 1 (Homo sapiens), Q07817. AID 2129, 2009. GST-Bcl-xL / FITC-Bim BH3 peptide fluorescence polarization;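 active means inhibition above the mean of all tested compounds plus 3 SD, cutoff set per campaign, cut at about 30% in these data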;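 further: 0% = DMSO wells and 100% = unlabeled Bim-BH3 peptide competitor; inhibitors lower millipolarization by displacing the labeled peptide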
Target sequence (Q07817 whole entry, looked up): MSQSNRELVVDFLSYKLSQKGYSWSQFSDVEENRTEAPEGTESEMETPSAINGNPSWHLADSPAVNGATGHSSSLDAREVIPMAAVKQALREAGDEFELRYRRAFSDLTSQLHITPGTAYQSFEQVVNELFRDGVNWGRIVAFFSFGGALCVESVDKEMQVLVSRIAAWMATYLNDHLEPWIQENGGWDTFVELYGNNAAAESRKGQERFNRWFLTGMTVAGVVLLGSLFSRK
Fam108B inh: mouse Fam108B serine hydrolase inhibitors, primary screen, counter-screen for RBBP9 inhibitor project, biochemical, fluorescence polarization; recombinant Fam108B, FP-Rh probe fluorescence polarization; hit rate 0.33% among 300,000; inhibition, % at 9.51 µM;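 active means inhibition above the screen mean inhibition plus 3 SD, computed separately per campaign, cut at about 18% in these data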;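 further: inhibitors lower polarization as less probe binds the enzyme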
pPAFAH FP inh: pPAFAH enzyme inhibitors, primary screen, biochemical, fluorescence polarization, human; Platelet-activating factor acetylhydrolase (Homo sapiens), Q13093; recombinant pPAFAH, FP-rhodamine probe fluorescence polarization; inhibition, % at 3.39 µM; hit rate 1.5% among 330,000; AID 463082, 2010;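 active means inhibition above the mean inhibition across the screen plus 3 SD, cut at about 25% in these data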;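 further: inhibitors block binding of the rhodamine activity-based probe so polarization drops; 0% = enzyme with DMSO and 100% = wells lacking pPAFAH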
MEX-5 binding: MEX-5 zinc finger RNA-binding disruptors – biochemical, C. elegans, fluorescence polarization, MLPCN library, primary screen; hit rate 0.38% among 300,000; activity score (negative = inhibition of binding), % at 10 µM; Zinc finger protein mex-5 (Caenorhabditis elegans), Q9XUB2; AID 1832, 2009; MEX-5/FITC-TCR2 RNA binding; hits give low values;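 active means inhibition past about -25% in most replicates, and total fluorescence under double the plate's negative control median, limit read from the data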;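 further: 0% = DMSO and -100% = 5 µM competing unlabeled TCR2 RNA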
Target sequence (Q9XUB2 whole entry, looked up): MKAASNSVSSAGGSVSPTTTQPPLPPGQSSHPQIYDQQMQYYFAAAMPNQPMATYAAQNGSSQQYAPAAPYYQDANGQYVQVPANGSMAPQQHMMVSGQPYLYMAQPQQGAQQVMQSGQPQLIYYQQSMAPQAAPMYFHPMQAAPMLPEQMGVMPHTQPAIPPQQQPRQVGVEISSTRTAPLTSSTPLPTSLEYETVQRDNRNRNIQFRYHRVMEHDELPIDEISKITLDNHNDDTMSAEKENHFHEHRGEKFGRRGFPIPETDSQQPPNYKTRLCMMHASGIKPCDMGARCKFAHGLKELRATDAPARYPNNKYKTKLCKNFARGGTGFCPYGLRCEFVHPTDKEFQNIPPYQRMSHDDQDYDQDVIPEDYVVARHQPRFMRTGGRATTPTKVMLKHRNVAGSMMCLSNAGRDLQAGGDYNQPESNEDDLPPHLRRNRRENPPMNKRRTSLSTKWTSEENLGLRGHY
GLD-1 RNA inh: GLD-1/TGE RNA complex disruptors, primary screen, biochemical, fluorescence polarization. purified GLD-1 + fluorescein TGE RNA. AID 2280, 2010. inhibition, % at 5.96 µM. hit rate 0.44% among 320,000. Female germline-specific tumor suppressor gld-1 (Caenorhabditis elegans), Q17339;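 active means percent inhibition above a per-plate cutoff, the plate mean of test compounds plus 3 SD, cut at about 30% in these data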;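 further: 0% = DMSO wells with GLD-1 and probe and 100% = wells lacking GLD-1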
MCL1-BIM inh: inhibitors of MCL1 binding to BIM-BH3, primary screen, biochemical, fluorescence polarization. GST-MCL1 / FITC-Bim-BH3 fluorescence polarization. inhibition, % at 10.9 µM. hit rate 0.68% among 320,000. AID 2057, 2009;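 active means inhibition above the mean inhibition of all tested compounds plus 3 SD, set per campaign, cut at about 40% in these data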;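 further: 0% = DMSO wells and 100% = unlabeled Bim-BH3 peptide control; higher means more loss of mP so more displacement of Bim peptide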
An asterisk follows results filed as active; / = no result given.

no. | Molecule | PME-1 primary | AHR act | PAFAH1B2 FP inh | BCLXL inh | Fam108B inh | pPAFAH FP inh | MEX-5 binding | GLD-1 RNA inh | MCL1-BIM inh
1 | Cc1noc(C)c1COC(=O)CNC(=O)c1ccc(Cl)cc1 | 2 | 3 | 4 | 6 | 2 | 4 | -2.8 | 4 | 4
2 | CC(=O)Nc1ccc2c(c1)nc(CCNC(=O)c1ccccc1)n2C | -6 | 5 | 6 | 4 | -1 | -1 | 1.0 | -6 | 8
3 | COc1ccc(C(=O)CSc2nnc(-c3cc(C)cc(C)c3)o2)cc1 | -2 | 1 | -4 | -9 | -2 | 3 | 0.2 | 4 | -6
4 | CCCC(C(=O)Nc1ccc(S(=O)(=O)N2CCCC2)cc1)c1ccccc1 (stereo unspecified) | 1 | -1 | -1 | -4 | 3 | 2 | -2.3 | 2 | -7
5 | O=C(CSc1nnc(-c2ccccc2O)n1-c1ccccc1)Nc1cccc(C(=O)O)c1 | 1 | 0 | 17 | 5 | 4 | -4 | 1.9 | 0 | 4
6 | COc1ccc(C(=O)NC2CCN(C(=S)Nc3ccccc3)CC2)cc1 | 4 | 0 | 1 | 4 | 2 | 2 | -0.6 | -1 | 6
7 | O=c1[nH]c(/C=C\c2cccs2)nc(O)c1[N+](=O)[O-] | -2 | -3 | 8 | 9 | 3 | 4 | -2.4 | 3 | 3
8 | CC(=O)c1ccc(N=Nc2c(C)[nH]n(-c3ccccc3)c2=O)cc1 | 5 | 54* | -1 | 6 | 8 | 5 | -1.8 | 2 | 8
9 | Cc1cccc2cc(C#N)c(SCC(=O)NCC3CCCO3)nc12 (stereo unspecified) | -4 | 15 | 2 | -15 | -3 | -5 | -2.3 | -9 | -19
10 | CCCCn1c(/N=C/c2cc(OC)ccc2O)nc2ccccc21 | 8 | 10 | 7 | 6 | 0 | 2 | 3.1 | -9 | -1
11 | COC(CNC(=O)c1ccc2c(c1)ncn2-c1cccc(F)c1)OC | 1 | -2 | 3 | -1 | 3 | -2 | 0.2 | 1 | 8
12 | COc1cccc(-n2c(SCC(=O)Nc3ccc4c(c3)CCC4)nc3ccccc3c2=O)c1 | -22 | 3 | -2 | 3 | -13 | -6 | 2.5 | -3 | 4
13 | COc1cccc(CC(=O)OC(C)C(=O)Nc2ccc(Cl)cn2)c1 (stereo unspecified) | -2 | 3 | 1 | 3 | 0 | -1 | -1.5 | 2 | 1
14 | CC(C)(CO)NC(=S)NCc1ccco1 | -3 | -1 | / | 13 | -4 | -1 | -5.5 | 5 | 13
15 | CCOc1cc([N+](=O)[O-])cc(/C=N/NC(=O)c2c(-c3ccccc3)noc2C)c1O | 7 | 2 | 8 | 2 | 1 | 11 | -4.9 | 4 | 19
16 | C[C@H](CO)N1C[C@H](C)[C@@H](CN(C)S(=O)(=O)c2cn(C)cn2)Oc2c(NS(=O)(=O)c3ccccc3)cccc2C1=O | / | -1 | 7 | / | / | 2 | / | 0 | /
17 | Cc1ccc2occ(/C=N/NC(=O)c3ccccc3O)c(=O)c2c1 | 1 | 40 | 3 | 10 | 1 | 14 | -10 | -1 | 32
18 | CC(=O)c1ccc2noc(-c3ccccc3)c2c1 | -3 | 6 | -1 | 6 | 1 | 4 | -3.4 | 4 | -2
19 | COc1cccc(N2CCN(Cc3nc4ccccc4c(=O)[nH]3)CC2)c1 | -2 | 24 | -5 | 6 | -1 | 2 | -7.9 | -6 | 2
20 | O=[N+]([O-])c1ccccc1N/N=C/c1cc2ccccc2nc1Cl | 11 | 23 | 4 | 6 | 14 | 8 | 2.7 | 1 | 0
21 | COc1ccc(CN(C(=O)c2cc3ccccc3oc2=O)C2CCS(=O)(=O)C2)cc1OC (stereo unspecified) | -5 | 9 | -1 | -4 | -10 | 1 | -1.1 | -9 | 3
22 | C=CCN=C(CC)C1=C(O)CCCC1=O | -4 | 1 | 1 | 23 | 2 | 1 | -4.2 | 14 | 24
23 | C=CCNC(=O)c1ccc2c(c1)S(=O)(=O)c1ccccc1C2=O | -1 | 6 | 4 | -1 | 0 | 1 | 2.5 | 3 | 3
24 | O=C1CCN(Cc2ccc([N+](=O)[O-])cc2)CCN1CCO | -26 | 3 | 0 | 2 | -14 | -3 | 1.7 | -10 | -1
25 | COCCn1c(=S)[nH]c2cc(C(=O)NCCCN3CCOCC3)ccc2c1=O | -3 | 17 | 5 | -5 | 1 | 3 | -0.9 | -1 | -5
26 | O=C(CN(C(=O)c1csnn1)c1cccc(F)c1)NCc1ccc2c(c1)OCO2 | -4 | 1 | 3 | 3 | -4 | -5 | 0.8 | 0 | 11
27 | CCOC(=O)c1sc(=NC(=O)C2CC2)n(C)c1C | 1 | 1 | -1 | 0 | 0 | -2 | -2.0 | -5 | -1

Arranged by SMILES length (lowest first): part of the list above.
no. | Molecule | PME-1 primary | AHR act | PAFAH1B2 FP inh | BCLXL inh | Fam108B inh | pPAFAH FP inh | MEX-5 binding | GLD-1 RNA inh | MCL1-BIM inh
22 | C=CCN=C(CC)C1=C(O)CCCC1=O | -4 | 1 | 1 | 23 | 2 | 1 | -4.2 | 14 | 24
18 | CC(=O)c1ccc2noc(-c3ccccc3)c2c1 | -3 | 6 | -1 | 6 | 1 | 4 | -3.4 | 4 | -2
27 | CCOC(=O)c1sc(=NC(=O)C2CC2)n(C)c1C | 1 | 1 | -1 | 0 | 0 | -2 | -2.0 | -5 | -1
24 | O=C1CCN(Cc2ccc([N+](=O)[O-])cc2)CCN1CCO | -26 | 3 | 0 | 2 | -14 | -3 | 1.7 | -10 | -1
17 | Cc1ccc2occ(/C=N/NC(=O)c3ccccc3O)c(=O)c2c1 | 1 | 40 | 3 | 10 | 1 | 14 | -10 | -1 | 32
23 | C=CCNC(=O)c1ccc2c(c1)S(=O)(=O)c1ccccc1C2=O | -1 | 6 | 4 | -1 | 0 | 1 | 2.5 | 3 | 3
19 | COc1cccc(N2CCN(Cc3nc4ccccc4c(=O)[nH]3)CC2)c1 | -2 | 24 | -5 | 6 | -1 | 2 | -7.9 | -6 | 2
25 | COCCn1c(=S)[nH]c2cc(C(=O)NCCCN3CCOCC3)ccc2c1=O | -3 | 17 | 5 | -5 | 1 | 3 | -0.9 | -1 | -5
26 | O=C(CN(C(=O)c1csnn1)c1cccc(F)c1)NCc1ccc2c(c1)OCO2 | -4 | 1 | 3 | 3 | -4 | -5 | 0.8 | 0 | 11
21 | COc1ccc(CN(C(=O)c2cc3ccccc3oc2=O)C2CCS(=O)(=O)C2)cc1OC (stereo unspecified) | -5 | 9 | -1 | -4 | -10 | 1 | -1.1 | -9 | 3
15 | CCOc1cc([N+](=O)[O-])cc(/C=N/NC(=O)c2c(-c3ccccc3)noc2C)c1O | 7 | 2 | 8 | 2 | 1 | 11 | -4.9 | 4 | 19

Not all compounds are listed. The share of hits here may be higher or lower than overall.
